CHRM4 antagonist: blocks acetylcholine activation of human M4 receptor | CHO-hM4 cells, ACh EC80, Fluo-8 calcium fluorescence | 360,000 compounds, 0.73% hits | P08173 | AID 624125 | inhibition, % at 3 µM;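 active = inhibition above its plate's cutoff, the mean inhibition of sample wells plus 3 SD, cut at about 27% in these data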;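 note: 0% = acetylcholine EC80 with DMSO and 100% = DMSO without agonist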
Target sequence (P08173 whole entry, looked up): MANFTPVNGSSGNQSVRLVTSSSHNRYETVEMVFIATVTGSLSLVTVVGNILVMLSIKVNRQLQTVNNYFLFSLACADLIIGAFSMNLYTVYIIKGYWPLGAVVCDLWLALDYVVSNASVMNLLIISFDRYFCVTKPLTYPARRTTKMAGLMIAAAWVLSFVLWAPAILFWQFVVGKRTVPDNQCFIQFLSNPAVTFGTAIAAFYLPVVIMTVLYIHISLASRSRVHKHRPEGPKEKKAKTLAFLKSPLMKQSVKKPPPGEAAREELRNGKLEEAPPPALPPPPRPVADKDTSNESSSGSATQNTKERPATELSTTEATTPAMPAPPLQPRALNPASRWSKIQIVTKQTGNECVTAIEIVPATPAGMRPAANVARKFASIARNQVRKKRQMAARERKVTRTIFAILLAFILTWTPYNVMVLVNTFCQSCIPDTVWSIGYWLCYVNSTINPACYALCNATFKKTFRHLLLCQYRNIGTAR
CHO-K1 Ca PAM: M1 PAM counterscreen hit in parental CHO-K1 cells. ATP EC20, Fluo-8 calcium fluorescence; 0% at ATP EC20, 100% at ATP max. activation, % at 3 µM. 360,000 compounds, 0.02% hits;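 active = activation above the run cutoff, the mean activation of all test compounds plus 3 SD, cut at about 40% in these data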;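 note: peak over basal fluorescence ratio in a 140 s read after ATP addition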
M4 ag: CHRM4 agonism in calcium assay. P08173. activation, % at 3 µM. CHO-K1 hM4/Gqi5, Fluo-8 calcium fluorescence; vehicle 0%, full acetylcholine response 100%. 360,000 compounds, 0.14% hits;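 active = activation above the run mean over all test wells plus 3 SD, cut at about 32% in these data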;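 note: peak over basal fluorescence ratio per well then scaled between controls; 0% = DMSO wells and 100% = acetylcholine at EC100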
M1 ag parental: M1 agonist counterscreen hit in parental CHO-K1 cells; Fluo-8 calcium fluorescence; scaled to maximal ATP response, vehicle zero; activation, % at 3 µM; 360,000 compounds, 0.48% hits; AID 602248; in the data active = activation above about 15%;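 note: untransfected CHO-K1 host cells lacking M1 receptor as counterscreen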
CHO-K1 Ca antag: counter-screen for M1 antagonists: effect in parental CHO-K1 cells; ATP-induced calcium, Fluo-8 fluorescence; inhibition, % at 3 µM; 360,000 compounds, 0.6% hits; AID 602250;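 active = inhibition above a per-plate cutoff, the plate's mean sample inhibition plus 3 SD, cut at about 24% in these data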;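 note: 0% = DMSO plus EC80 ATP and 100% = DMSO alone without ATP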
M5 ag: CHRM5 agonism in calcium assay | P08912 | CHO-K1 hM5 cells, Fluo-8 calcium fluorescence; 0% DMSO wells, 100% maximal acetylcholine response | activation, % at 3 µM | 360,000 compounds, 0.19% hits;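 active = activation above the run's mean over test compounds plus 3 SD, cut at about 23% in these data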;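 note: signal is peak over basal fluorescence ratio across the kinetic read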
Target sequence (P08912 whole entry, looked up): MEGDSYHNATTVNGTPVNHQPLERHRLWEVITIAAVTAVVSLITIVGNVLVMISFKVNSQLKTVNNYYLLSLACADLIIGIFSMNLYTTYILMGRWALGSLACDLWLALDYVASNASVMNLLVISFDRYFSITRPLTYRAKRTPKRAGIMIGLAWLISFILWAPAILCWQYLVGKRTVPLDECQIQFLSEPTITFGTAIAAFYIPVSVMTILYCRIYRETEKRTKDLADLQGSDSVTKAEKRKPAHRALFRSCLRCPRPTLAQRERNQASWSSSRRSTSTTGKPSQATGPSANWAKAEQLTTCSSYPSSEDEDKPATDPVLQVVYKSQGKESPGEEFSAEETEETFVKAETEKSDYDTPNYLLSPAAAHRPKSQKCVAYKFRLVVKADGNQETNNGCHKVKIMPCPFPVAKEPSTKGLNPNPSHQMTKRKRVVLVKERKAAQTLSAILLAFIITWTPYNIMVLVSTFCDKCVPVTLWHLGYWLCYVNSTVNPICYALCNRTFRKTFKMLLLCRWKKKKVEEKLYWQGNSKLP
CHRM5 PAM: potentiates acetylcholine response at human M5 receptor; CHO-K1 hM5, Fluo-8 calcium, ACh EC20 PAM; 0% = ACh EC20, 100% = ACh EC100; 360,000 compounds, 0.3% hits; P08912; AID 624038; activation, % at 3 µM;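 active = activation above the run cutoff, the mean activation of all test compounds plus 3 SD, cut at about 18% in these data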
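system = human M5 receptor in CHO-K1 cells | compound = one concentration, 3 µM final (nominal) | schedule = Post-acetylcholine fluorescence recording 140 s | signal = Fluo-8 calcium dye fluorescence, kinetic read | benchmarks = low control EC20 acetylcholine (0%), high control EC100 acetylcholine (100%) | repeats = singlicate, one well per test compound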
M5 antag: antagonists of human muscarinic M5 receptor (CHRM5) | P08912 | CHO-hM5 cells, Fluo-8 calcium fluorescence, ACh EC80 | inhibition, % at 3 µM | 360,000 compounds, 0.59% hits;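 active = inhibition above a per-plate cutoff, the mean of that plate's test compounds plus 3 SD, cut at about 27% in these data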;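 note: 0% = acetylcholine EC80 with DMSO and 100% = DMSO without agonist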
M4 PAM: CHRM4 positive allosteric modulation | CHO-K1 hM4/Gqi5, Fluo-8 calcium fluorescence, ACh EC20; 0% = ACh EC20, 100% = maximal ACh | 360,000 compounds, 0.4% hits | activation, % at 3 µM | P08173;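 active = activation above its plate's cutoff, the mean activation of sample wells plus 3 SD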; note: some results filed as inactive read as strong as hits
Numbers without * were called inactive. Compounds as they come; any-hit rate near 2.7%.

SMILES	CHRM4 antagonist	CHO-K1 Ca PAM	M4 ag	M1 ag parental	CHO-K1 Ca antag	M5 ag	CHRM5 PAM	M5 antag	M4 PAM
Cc1oc2cc3oc(=O)c(CCC(=O)NC4CC4)c(C)c3cc2c1C	-16	18	6	5.6	-3	6	2	0	8
COc1ccccc1N(C(=O)CNC(=O)c1ccco1)C(C(=O)NC1CCCC1)c1ccco1 (centres undefined)	11	3	1	0.1	-14	-2	-4	13	-1
COC(C(=O)NC(C(C)C)C(C)C)c1ccccc1 (centres undefined)	-1	19	0	-0.6	-1	0	8	-8	7
CCOc1ccccc1NC(=O)c1c(Br)cnn1C	8	23	-1	0.0	-6	-1	-2	7	6
O=C(C1CCN(S(=O)(=O)c2cccc3nsnc23)CC1)N1CCn2c1nc1ccccc12	-11	8	11	3.0	-13	-5	-11	-3	-9
CN(C)Cc1nnnn1-c1cccc(-n2nnnc2CN(C)C)c1	6	8	2	0.6	-6	0	-5	10	11
O=C(CSc1nnc(Cc2ccccc2)o1)NCc1ccco1	11	22	0	1.5	-13	-2	4	2	-1
COc1ccc(-c2[nH]ncc2CN2CCCO2)c(F)c1	4	-10	1	0.0	4	-2	6	5	11
COc1ccc(/C=C(\NC(=O)c2ccccc2)C(=O)N2CCN(C)CC2)cc1OC	-10	7	1	8.0	11	0	2	2	2
Cn1c(=O)[nH]c(=O)c2[nH]c(CN3CCN(C(=O)c4ccco4)CC3)nc21	1	2	0	-0.4	-4	2	6	-8	3
Cc1ccc(NC(=S)NC(NC(=O)C(C)(C)C)C(Cl)(Cl)Cl)c(C)c1 (centres undefined)	-3	-3	6	5.2	5	4	-8	1	-2
COc1ccc(N(C)S(=O)(=O)c2ccc3c(c2)NC(=O)CC(=O)N3)c(OC)c1	-3	-5	3	0.2	1	-3	6	-15	1
O=C(CSc1nc2ccccc2n1CC(=O)N1CCCC1)N1CCN(C(=O)c2ccco2)CC1	-5	-1	-1	0.1	-19	-1	-1	-11	6
COc1ccc(OC)c(C(C)NC(=O)c2ccc(Br)cc2)c1 (centres undefined)	9	-9	0	-0.1	-1	-6	-2	-1	-2
O=C(Nc1ccc(Cl)c(C(F)(F)F)c1)C1Cc2c(-c3ccccc3Oc3ccccc3)ccnc2O1 (centres undefined)	6	17	1	1.2	-7	0	-4	-1	-2
CN(C)CC(=O)c1ccc(-c2ccccc2)cc1	14	7	2	0.6	-4	0	-3	0	-1
O=C(CSc1ccccc1)N1CCCC(Nc2ccccc2)C1 (centres undefined)	-3	21	3	1.8	-18	-3	0	-8	0
CCOC(=O)c1sc(N)c(C(=O)Nc2ccccc2)c1C	-7	12	3	1.7	-18	-1	1	4	7
CC(=O)N1C[C@H]2CON(C)[C@H]2C[C@H]1c1ccc(-c2ccc(C#N)cc2)cc1	7	12	1	0.7	-5	2	2	0	4
CNc1cncc(-c2cc(OC)c(OC)c(OC)c2)n1	-4	-12	1	0.6	9	-1	-2	10	-3

Compound profiles (already shown). Screens in order: CHRM4 antagonist	CHO-K1 Ca PAM	M4 ag	M1 ag parental	CHO-K1 Ca antag	M5 ag	CHRM5 PAM	M5 antag	M4 PAM
CCOC(=O)c1sc(N)c(C(=O)Nc2ccccc2)c1C is listed as -7	12	3	1.7	-18	-1	1	4	7
CCOc1ccccc1NC(=O)c1c(Br)cnn1C is listed as 8	23	-1	0.0	-6	-1	-2	7	6
COc1ccc(-c2[nH]ncc2CN2CCCO2)c(F)c1 is listed as 4	-10	1	0.0	4	-2	6	5	11
Cn1c(=O)[nH]c(=O)c2[nH]c(CN3CCN(C(=O)c4ccco4)CC3)nc21 is listed as 1	2	0	-0.4	-4	2	6	-8	3

Additional structures:
SMILES	CHRM4 antagonist	CHO-K1 Ca PAM	M4 ag	M1 ag parental	CHO-K1 Ca antag	M5 ag	CHRM5 PAM	M5 antag	M4 PAM
COc1ccc(-n2cnc3ccccc32)cc1	6	21	0	0.8	-13	1	-1	3	-3
O=C(/C=C/Nc1cccc(O)c1)c1ccccc1	10	20	0	1.9	-7	2	0	2	-3
C=CCSC1=Nc2cc(OC)c(OC)cc2C2=NC(=O)CN12	13	2	0	1.1	-13	0	-3	6	2
COc1ccc2[nH]c3c(c2c1)CCN1C(=O)C(CC(=O)NCc2cccc(C(F)(F)F)c2)C[C@H](C(=O)N2CCCCC2)[C@@]31CCc1ccccc1 (some centres undefined)	0	-9	0	-0.2	1	1	10	-1	8
COc1ccccc1CNC(=O)CCNS(=O)(=O)c1ccc2c(c1)CC(C)N2C(C)=O (centres undefined)	0	11	1	1.7	-11	-4	1	-2	-1
Cc1ccc(S(=O)(=O)Nc2ccc(N3CCOCC3)nc2)cc1	2	-1	2	-0.5	1	2	-4	10	0
O=C(COC(=O)[C@H](Cc1ccccc1)NC(=O)c1cccs1)Nc1c(Cl)cccc1Cl	-12	4	6	0.9	5	-2	-3	10	-2
Oc1ccc(Br)cc1C=Nc1ccc(Cl)cc1	5	14	1	9.5	2	0	-2	0	-6
CCOC(=O)C1(C)CCCN1C(=O)c1cc(F)ccc1C (centres undefined)	-11	0	2	0.1	4	1	-5	1	-4
O=C(NN=Cc1cc(Br)c(O)c(Br)c1)c1ccccc1NS(=O)(=O)c1cccs1	-8	20	1	0.4	-7	4	-1	7	2
CN(C(=O)CSc1nc2cc([N+](=O)[O-])ccc2n1-c1ccc(F)cc1)C1CCS(=O)(=O)C1 (centres undefined)	-3	12	0	0.3	-9	1	1	-6	-4
COc1cccc(NC(=O)CNC(=O)c2ccccc2)c1	5	17	1	0.1	-15	2	-2	-6	4
CC(C)OC(=O)c1cc2c(ccn2C)n1CC(=O)N(Cc1ccccc1)c1ccc(F)cc1	3	-7	0	0.4	11	-4	-5	6	-4
O=C(NCc1ccco1)c1ccccc1O	3	11	3	0.5	-10	5	-4	-22	-1
CCCCc1ccc(S(=O)(=O)NC(=O)C2(C)CCN2C(=O)CC2CC2)cc1 (centres undefined)	-18	9	1	0.5	-10	-1	6	-4	4
O=C1CN(c2nc(-c3ccccc3)c3ccccc3n2)c2ccccc2N1	-5	-6	2	1.0	6	-2	0	1	6
O=C(NC1CCCN(CCc2ccccc2)C1)c1c(F)cccc1F (centres undefined)	2	-11	0	0.3	9	-20	-2	9	-4
O=c1oc2ccccc2n1CCc1ccccc1	9	0	-1	0.2	-1	-2	7	0	8
COc1cccc(NC(=O)NNC(=O)c2ccc3c(c2)NC(=O)C(C)(C)O3)c1	-28	11	2	0.1	-4	-2	-1	1	-6
Cc1cc(C(O)c2ncc(-c3ccccc3Cl)[nH]2)ccc1F (centres undefined)	-1	1	3	0.5	12	0	-2	0	-7

Compounds from the list above with an NH in an aromatic ring, in the order listed:
SMILES	CHRM4 antagonist	CHO-K1 Ca PAM	M4 ag	M1 ag parental	CHO-K1 Ca antag	M5 ag	CHRM5 PAM	M5 antag	M4 PAM
COc1ccc(-c2[nH]ncc2CN2CCCO2)c(F)c1	4	-10	1	0.0	4	-2	6	5	11
Cn1c(=O)[nH]c(=O)c2[nH]c(CN3CCN(C(=O)c4ccco4)CC3)nc21	1	2	0	-0.4	-4	2	6	-8	3
COc1ccc2[nH]c3c(c2c1)CCN1C(=O)C(CC(=O)NCc2cccc(C(F)(F)F)c2)C[C@H](C(=O)N2CCCCC2)[C@@]31CCc1ccccc1 (some centres undefined)	0	-9	0	-0.2	1	1	10	-1	8
Cc1cc(C(O)c2ncc(-c3ccccc3Cl)[nH]2)ccc1F (centres undefined)	-1	1	3	0.5	12	0	-2	0	-7

The listing continues:
SMILES	CHRM4 antagonist	CHO-K1 Ca PAM	M4 ag	M1 ag parental	CHO-K1 Ca antag	M5 ag	CHRM5 PAM	M5 antag	M4 PAM
Cc1cc(C)c2oc(-c3ccc(Cl)c(NC(=O)c4ccc(C#N)cc4F)c3)nc2c1	6	7	0	0.1	-5	0	2	-7	-6
CCCCN(C(=O)c1cccc(C)c1)c1c(N)n(CCC)c(=O)[nH]c1=O	-7	1	0	0.5	-12	0	6	-4	4
CC(=O)NC(CCS(C)(=O)=O)C(=O)Nc1ccccc1Cl (centres undefined)	-14	14	2	-0.3	-13	-4	4	-6	5
Nc1ccc2nn(-c3ccccc3)nc2c1	-1	-13	-1	-0.6	16	3	8	-7	1
CC(C)c1ccc(NC(=O)NN2CCOCC2)cc1	-4	0	1	-0.5	6	-2	3	0	-5
Cc1cnc(CN(C)C(=O)c2cc(COc3c(F)cccc3F)on2)[nH]1	-12	-5	2	0.1	6	-4	-5	-9	3
CCn1c(SCC(=O)NC(C)c2ccccc2)nc2ccccc21 (centres undefined)	12	-14	0	0.3	11	-3	-8	12	-13
CCn1c(SCC(=O)N(C)c2ccccc2)nc2c([nH]c3ccccc32)c1=O	9	12	3	0.9	-7	-5	-7	11	1
CCOCCn1c(CCCO)nc2ccccc21	1	18	1	1.1	-6	10	-3	2	4
Cc1ccc(C(=O)Cn2nc(C)c([N+](=O)[O-])c2C)c(C)c1	-4	-1	0	0.8	-3	-11	9	-3	13
Cc1oncc1C(=O)N1CCCC(CO)(Cc2ccc(F)cc2F)C1 (centres undefined)	-16	10	2	12	0	-4	-7	10	-2
CCCNC(=O)c1cc(C2CCCN(S(=O)(=O)c3cccs3)C2)on1 (centres undefined)	-2	-12	4	1.4	-8	3	-1	2	-7
Cn1nnnc1SCC(=O)N1CCN(S(=O)(=O)c2ccccc2)CC1	-4	10	1	0.8	-17	-2	2	4	2
COc1ccc(C(=O)OCc2cc(=O)oc3c(C)c(C)ccc23)cc1S(=O)(=O)N1CCOCC1	4	-4	2	0.0	-12	2	6	-5	1
C=CCn1c(N)c(C(=O)NC2CCCCC2)sc1=S	0	3	1	0.5	-8	1	0	4	7
CCCC(=O)Nc1ccc(C(=O)NN=C(C2CC2)C2CC2)cc1	5	3	0	5.3	2	0	-7	6	-5
COCCCN1C(=O)C(=O)/C(=C(/O)c2ccc(S(=O)(=O)N3CCOCC3)cc2)C1c1ccc(C(C)C)cc1 (centres undefined)	-2	2	0	0.0	-10	-2	8	-8	-3
Cc1ccc(NC(=O)c2ccc(Cl)c(S(=O)(=O)Nc3c(C)n(C)n(-c4ccccc4)c3=O)c2)cc1Cl	3	3	1	0.7	-4	-5	-7	3	-4

Random excerpt: 2 entries already listed
SMILES	CHRM4 antagonist	CHO-K1 Ca PAM	M4 ag	M1 ag parental	CHO-K1 Ca antag	M5 ag	CHRM5 PAM	M5 antag	M4 PAM
COc1ccc(C(=O)OCc2cc(=O)oc3c(C)c(C)ccc23)cc1S(=O)(=O)N1CCOCC1	4	-4	2	0.0	-12	2	6	-5	1
COCCCN1C(=O)C(=O)/C(=C(/O)c2ccc(S(=O)(=O)N3CCOCC3)cc2)C1c1ccc(C(C)C)cc1 (centres undefined)	-2	2	0	0.0	-10	-2	8	-8	-3
